Avidin bead fluor = avidin bead compound fluorescence profile; 0.38% of 220,000 active; Avidin beads, compound fluorescence 488/530 nm, flow cytometry; hits give high values; fluorescence (KMESF) at 10 µM; in the data active means fluorescence above about 47; further: inactives centre near 10
Pf gametocyte = inhibitors of late stage P. falciparum gametocyte viability; P. falciparum stage V gametocytes, ATP luminescence, 24 h; inhibition, % at 10.9 µM; 0.065% of 150,000 active; AID 743093;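 active means inhibition above the mean plus 3 SD of compounds within the control limits, set per campaign, cut at about 38% in these data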;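 further: 0% = DMSO wells and 100% = medium only without gametocytes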
Mcl1 Noxa PPI = Mcl-1/Noxa interaction inhibition. Q07820. TR-FRET Mcl-1/Noxa peptide binding, 2 h. inhibition, % at 21.7 µM. 1.5% of 220,000 active. AID 1022;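 active means compounds that cut the protein-peptide binding signal by more than 50% relative to plate controls in a single-dose test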;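 further: His-tagged Mcl-1 with rhodamine Noxa BH3 peptide and terbium anti-His antibody; 0% = Mcl-1 plus Noxa peptide wells and 100% = peptide-only wells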
Target sequence (Q07820 whole entry, looked up): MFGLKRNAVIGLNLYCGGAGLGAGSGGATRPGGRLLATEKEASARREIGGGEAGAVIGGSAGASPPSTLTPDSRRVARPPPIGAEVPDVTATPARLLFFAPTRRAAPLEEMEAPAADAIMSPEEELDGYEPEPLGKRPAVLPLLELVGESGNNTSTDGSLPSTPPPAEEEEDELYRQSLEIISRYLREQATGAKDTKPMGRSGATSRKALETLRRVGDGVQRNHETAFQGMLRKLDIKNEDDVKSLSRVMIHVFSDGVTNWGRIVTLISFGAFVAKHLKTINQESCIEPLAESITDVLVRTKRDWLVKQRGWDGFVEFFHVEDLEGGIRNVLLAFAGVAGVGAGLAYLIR
Mcl1-Bid inh = Mcl-1/Bid interaction inhibition. Q07820. TR-FRET Mcl-1/Bid-Dy647 peptide binding, 1536-well. inhibition, % at 21.7 µM. 0.97% of 220,000 active. AID 1021;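 active means compounds that cut the binding signal by more than half at the single screening dose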;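 further: His-tagged Mcl-1 with europium anti-His antibody binding Bid BH3 peptide; 0% = Mcl-1 plus peptide wells and 100% = peptide-only wells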
Numbers without * were called inactive.

Second line of a record: Avidin bead fluor, Pf gametocyte, Mcl1 Noxa PPI, Mcl1-Bid inh
CCCCNC(=O)C1CCC(CNc2c(N3CCC(C)CC3)c(=O)c2=O)CC1 (stereo unspecified)
    5, -17, 15, -28
CC/C(=N\NC(=O)Nc1nonc1N)c1ccc(OC)c(OC)c1
    7, 8, 2, 3
CC12CCC(C(=O)Nc3ccccc3Cl)([C@H](Br)C1=O)C2(C)C (stereo partly specified)
    9, 19, -3, 9
C#Cc1ccc([C@@H]2C=C(C(=O)NC3CC3)O[C@H](OCCCCO)C2)cc1
    10, -25, -2, -23
CCOC(=O)C(=O)Nc1cc(C)nn1-c1nc2ccccc2[nH]1
    7, 2, -77, -63
COc1cccc(C2=CC(c3ccc(OC)c(OC)c3)NC(=S)N2)c1 (stereo unspecified)
    5, 3, -7, -51
CCOC(=O)c1ccc(N2CCOCC2)c(NC(=O)COCC(=O)O)c1
    4, 10, 3, -6
C=CCn1c(SCc2nc3sc(C(=O)O)c(C)c3c(=O)[nH]2)nnc1-c1ccc(C(C)(C)C)cc1
    3, 15, 45, -8
COc1ccc(C(=O)NCC2CCCO2)cc1OC (stereo unspecified)
    16, -2, 8, -4
COc1ccc(-c2cc([C@H]3[C@@H]4C=CCC[C@@]4(C)C(=O)N3Cc3ccccc3)ccc2F)cc1OC
    10, 13, -11, -41
CC(C)(CC(=O)O)CC(=O)Nc1ccccc1Oc1ccccc1
    3, 1, 2, -6
Cc1[nH]c2ccccc2c1/C=N/NC(=O)CNC(=O)c1ccc2c(c1)OCCO2
    7, -13, 5, -42
COc1ccc(CN(C(=O)/C=C/c2ccco2)C2CCS(=O)(=O)C2)cc1 (stereo unspecified)
    2, 6, 20, -2
CNC(=O)COC(=O)c1ccccc1NC(=O)c1ccco1
    7, 11, 10, -23
COCCn1c(-c2ccc(C)cc2)nc2oc3cc(OC)ccc3c(=O)c2c1=O
    10, 15, 33, 53*
CC(C)(C)N(Cc1cc2ccccc2[nH]c1=O)C(=O)c1cccc([N+](=O)[O-])c1
    5, 13, 7, -3
Cc1cc(-n2c(C)c3c(C)nnc(C)c3c2C)ccc1N
    7, 3, 15, -46
Cc1sc2nc(C)n(/N=C/N(C)C)c(=O)c2c1C
    9, 0, 2, -27
Cc1cccc(NC(=O)C2CC(=O)n3ncnc3N2)c1 (stereo unspecified)
    9, 11, -1, -6
NC(N)=N/N=C/c1ccc2cccc(OCc3ccccc3)c2n1
    8, -4, 9, -19
CCC(C)(C(=O)Nc1c(C)cccc1C)N(C)C(=O)c1ccc2ccccc2n1 (stereo unspecified)
    10, 0, 5, -12
c1ccc(-n2c3ccccc3c3ccccc32)cc1
    5, 17, 2, -7
CCOC(=O)c1cn2nc(Oc3ccc(C)cc3)ccc2n1
    9, -11, 2, -5
COc1ccc(CC(=O)O/N=C(\N)c2ccc(OC)cc2)cc1
    8, 17, 5, -5
CC(C)(CO)NS(=O)(=O)c1ccc2c(c1)C(=O)c1cc(S(=O)(=O)NC(C)(C)CO)ccc1-2
    7, 0, -13, -44
COc1ccc(CCNC(=O)C(=O)NCC2CCNCC2)cc1OC
    5, -15, 6, 0
COc1ccc(CC(=O)N/N=C/C=C/c2ccc3c(c2)OCO3)cc1OC
    12, 15, -10, -15
CCN(CC)CCn1c(N)c(S(=O)(=O)c2ccccc2)c2nc3ccccc3nc21
    5, -15, 41, -23
Cc1ccc(C2NC(=NCc3ccccc3)Nc3nc(C)cc(=O)n32)cc1 (stereo unspecified)
    7, -11, -5, -13
COc1ccc(/C=N/NS(=O)(=O)c2ccc(NC(C)=O)cc2)cc1
    4, -10, 44, -120
COC(=O)CCCC1=CC2=C(c3ccccc3)C(=O)C(C)(OC(=O)C3CCCC3)C(=O)C2=CN1CCc1ccccn1 (stereo unspecified)
    6, 18, 9, -117
COc1ccc(CC(=O)n2[nH]c(=O)ccc2=O)cc1OC
    6, 2, 75*, -7
CC1=CC2=NC(=O)/C(=C/c3cccn3Cc3ccccc3)C(=N)N2O1
    5, -39, 16, -1
Cc1nc(Nc2ccc(F)cc2)nc(Nc2ccc(F)cc2)c1[N+](=O)[O-]
    9, -33, 16, 29
Cn1c(=O)c2c(=O)cc(N)[nH]c2n(C)c1=O
    7, 17, 4, -32
CCOC(=O)C(=CNc1ccc(C(F)(F)F)cc1Cl)C(=O)OCC
    8, -3, -1, -15
CN1CCN(c2c(F)cc3c(=O)c(C(=O)O)cn4c3c2OCN4C)CC1
    8, -2, -39, -22
c1ccc(-c2cc(-c3ccccc3)on2)cc1
    5, 11, 9, -9
Cc1ccccc1-c1ccc(/C=C2/SC(N3CCOCC3)=NC2=O)o1
    7, 0, 5, -14
O=C(Nc1ccc(N2CCOCC2)nc1N1CCOCC1)c1cccc(C(F)(F)F)c1
    6, 9, -20, -37
Cc1ccc(S(=O)(=O)Nn2c(O)c(C=C3N=c4ccccc4=N3)sc2=S)cc1
    12, 1, 42, -12
Nc1nc(NCc2ccc(Cl)cc2)nc(NCCO)c1[N+](=O)[O-]
    5, 10, -8, -9
C=CCSc1n[nH]c(=O)n1-c1cccc(C(F)(F)F)c1
    6, 11, 14, -8
O=C(C1CCCCC1)N1CCc2[nH]c3ccc(F)cc3c2C1
    19, 19, 5, -16
CCN(CC)CCCNC(=O)C(C)n1c2ccccc2c2nc(=O)cc(C)n21 (stereo unspecified)
    9, -9, 6, -7
Nn1c(C2CCCCC2)nc2ccccc2c1=O
    11, -3, 2, -27
Cc1ccc(CCNC(=O)CS(=O)Cc2nc(-c3cccs3)oc2C)cc1 (stereo unspecified)
    8, 7, 16, -10
O=C(Nc1ccc(F)cc1F)Nc1csc2ccccc12
    6, -5, 20, 3
CCOc1cc(/C=C(/NC(C)=O)C(=O)O)cc(Cl)c1OCc1cccc(Br)c1
    8, 13, 4, -58
Cc1cccc(Cl)c1NC(=S)NCCc1ccccn1
    6, -15, 15, -14
CN(C)c1ccc(P(=O)(OC2CCCCC2)C(O)c2ccncc2)cc1 (stereo unspecified)
    4, -26, 2, -89
COC(=O)/C(C#N)=C/c1c(Oc2cccc(C)c2C)nc2ccccn2c1=O
    7, 6, -25, -7
CN(NC1OC(=O)c2ccccc21)c1ccc(Cl)cc1[N+](=O)[O-] (stereo unspecified)
    4, -12, 4, 0
CCSC1=C(C#N)C(c2ccc(C)o2)CC(=O)N1 (stereo unspecified)
    7, 14, -9, -38
CC(C)(C)C(=O)Nc1nc(NC(=O)C(C)(C)C)nc(-c2ccccc2Cl)n1
    7, -8, -5, -4
O=S(=O)(Nc1nc2ccccc2nc1NCc1ccco1)c1ccc(F)cc1
    5, 7, 9, -14
COC(=O)c1ccccc1NC(=O)c1ccc(F)cc1
    8, -1, -3, -4
CCCCC1=CC2=CC(=O)C(C)(OC(=O)CC)C(=O)C2=CN1C1CCCC1 (stereo unspecified)
    9, 27, -7, -78
O=C(Nc1ccc(F)cc1)Nc1ccc(Oc2ncnc3cc(Cl)ccc23)nc1
    7, -5, -19, 92*
C=CCn1c(=O)c2ccccc2n2nnc(C(=O)OCC)c12
    7, -2, -2, -4

Carrying on.
Second line of a record: Avidin bead fluor, Pf gametocyte, Mcl1 Noxa PPI, Mcl1-Bid inh
Cc1ccnc(SCCn2c(N3CCN(C)CC3)nc3c2c(=O)n(C)c(=O)n3C)n1
    7, 15, 22, -18
CCOCCn1c(-c2ccccc2)nc2ccccc21
    7, -4, -3, -8
CN(CCn1ccnc1)Cc1cn(Cc2ccccc2)nc1-c1ccc2c(c1)OCO2
    4, -4, -3, -32
CCN(CC)c1ccc(/C=N/N2CCN(c3ccccn3)CC2)cc1
    12, 7, 8, -5
NNC(=O)c1cccc(COCC(F)(F)C(F)F)c1
    10, 3, 7, 17
C/C(=N\NC(=O)Cc1cccn1C)c1ccco1
    7, -4, 9, -56
CCOC(=O)Cc1csc(NC(=O)/C=C/c2ccco2)n1
    8, -8, 13, -13
Cc1ccc(C[n+]2cc(-c3ccc(Cl)cc3)n3c2CCC3)cc1
    10, 4, 6, 4
CS(=O)(=O)c1ccc2nc(NC(=O)c3ccc(N4CCCC4=O)cc3)sc2c1
    3, -22, -62, -53
CCOC(=O)c1sc(Nc2nc(C)cc(C)n2)nc1C
    8, -9, -1, -9
NNc1nnc2c3cc(F)ccc3n(Cc3ccccc3)c2n1
    8, 3, -76, -57
Cn1cnc(S(=O)(=O)Nc2cc(-c3ccc(Cl)cc3)nn2C)c1
    4, 5, 21, -13
Cc1ccc2c(c1)C(=O)CCCCC(=O)N2
    8, 20, 10, -24
CCOC(=O)C1CCCN(CC(=O)c2c[nH]c3ccc(C)cc23)C1 (stereo unspecified)
    3, 18, 11, -17
COC(=O)c1[nH]c(C)c(/C(O)=C2\C(=O)C(=O)N(CCN3CCOCC3)C2c2ccc(C)o2)c1C (stereo unspecified)
    8, -5, -3, -36
COC(=O)c1cc2c(C)nn(C)c2s1
    3, 11, 6, -12
COc1ccccc1/C=C/C=N/NC(=O)CCn1cnc2ccccc21
    6, -11, -6, -13
CC(=O)CSc1nnc(CN2C(=O)CSc3ccc(C(F)(F)F)cc32)n1C
    4, -4, 11, 6
FC(F)(F)c1cccc(-n2c(Cn3nnc4ccccc43)n[nH]c2=S)c1
    7, 15, 3, -26
S=c1nc(C23CC4CC(CC(C4)C2)C3)[nH][nH]1
    6, -12, -29, -79

Reprinted from the part before: 6 entries; new compounds follow.
Second line of a record: Avidin bead fluor, Pf gametocyte, Mcl1 Noxa PPI, Mcl1-Bid inh
COC(=O)c1[nH]c(C)c(/C(O)=C2\C(=O)C(=O)N(CCN3CCOCC3)C2c2ccc(C)o2)c1C (stereo unspecified)
    8, -5, -3, -36
COC(=O)c1cc2c(C)nn(C)c2s1
    3, 11, 6, -12
COc1ccccc1/C=C/C=N/NC(=O)CCn1cnc2ccccc21
    6, -11, -6, -13
CC(=O)CSc1nnc(CN2C(=O)CSc3ccc(C(F)(F)F)cc32)n1C
    4, -4, 11, 6
FC(F)(F)c1cccc(-n2c(Cn3nnc4ccccc43)n[nH]c2=S)c1
    7, 15, 3, -26
S=c1nc(C23CC4CC(CC(C4)C2)C3)[nH][nH]1
    6, -12, -29, -79
COC(=O)c1c(C)nn(-c2ccc(F)c(Cl)c2)c1-c1cc(C)on1
    5, 6, -10, -11
COC(=O)c1ccc(C(=O)OC)c(NC(=S)N2CCN(C(=O)C3CCCO3)CC2)c1 (stereo unspecified)
    5, 11, 11, -96
CCOC(=O)C1=C(CS(=O)(=O)c2ccccc2)NC(=O)NC1c1ccc(OC)c(OC)c1 (stereo unspecified)
    7, -24, 6, -6
O=C(N/N=C/c1c[nH]c2ccccc12)c1cccs1
    8, -4, 3, -18
CN(c1cccnc1)c1ncnc2[nH]ncc12
    3, -12, -12, -11
CN(C)c1ccc(/C=N/NC(=O)CSc2ccccn2)cc1
    6, 15, 4, -37
COc1ccccc1-c1cn[nH]c1-c1ccc(OCc2ccc([N+](=O)[O-])cc2)cc1O
    9, 30, 5, -35
COc1ccc(S(=O)(=O)N2CCOC2CNC(=O)C(=O)NCc2ccco2)cc1 (stereo unspecified)
    7, -16, -7, -15
COc1ccc2c(c1)c(C(=O)N/N=C/c1cccc(Br)c1)c(C)n2C
    4, -1, 11, -40
COC(=O)[C@@H]1C[C@@]2(O)[C@@H](O)[C@@H](O)[C@@H](O)C[C@H]2N1Cc1ccc(C)s1
    14, 13, -4, -57
N=c1sccn1CC(=O)Nc1ccc(Cl)cc1[N+](=O)[O-]
    7, -4, -3, -18
CN(C)c1cc(-c2ccc(Cl)cc2Cl)oc(=O)c1Cl
    19, 0, -11, -13
COc1ccc(C2c3ccc(O)cc3Oc3ncn(CC(C)C)c(=N)c32)cc1 (stereo unspecified)
    5, -29, 1, -37
CN(C)c1ccc(P(=O)(OCc2ccccc2)C(O)c2ccc(Cl)cc2)cc1 (stereo unspecified)
    6, 4, -2, 0
Cn1c2ccccc2c2cnn(CC(=O)Nc3ccc(Cl)cc3)c(=O)c21
    7, -2, 4, 1
CC1=C(C(N)=O)C(c2cccs2)NC(=O)N1 (stereo unspecified)
    8, 2, -14, -18

Screens: PubChem BioAssay, several laboratories

An excerpt. The share of hits here may be higher or lower than overall.
